M1 PAM – positive allosteric modulators of human M1 muscarinic receptor. hit rate 0.088% among 360,000. activation, % at 3 µM. CHO-K1 hM1, Fluo-8 calcium fluorescence, ACh EC20; 0% = ACh EC20, 100% = maximal ACh. P11229; in the data active = activation above about 19%, passing the limit was not always enough
Target sequence (P11229 whole entry, looked up): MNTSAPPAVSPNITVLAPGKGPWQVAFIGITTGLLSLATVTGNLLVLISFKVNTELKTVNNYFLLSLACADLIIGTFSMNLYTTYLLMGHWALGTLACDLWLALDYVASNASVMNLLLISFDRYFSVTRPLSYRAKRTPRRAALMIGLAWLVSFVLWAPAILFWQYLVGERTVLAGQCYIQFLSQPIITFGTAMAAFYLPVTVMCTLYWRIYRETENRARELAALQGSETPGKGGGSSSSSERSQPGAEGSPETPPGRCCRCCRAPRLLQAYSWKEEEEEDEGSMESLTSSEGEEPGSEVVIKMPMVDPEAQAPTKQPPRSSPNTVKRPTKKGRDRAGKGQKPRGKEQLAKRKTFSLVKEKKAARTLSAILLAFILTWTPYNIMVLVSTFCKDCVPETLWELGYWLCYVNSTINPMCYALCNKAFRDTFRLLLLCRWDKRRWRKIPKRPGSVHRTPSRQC
OXTR potentiator – human OXTR potentiation. P30559. CHO-OTR cells, Fluo-8 calcium fluorescence, potentiator mode; 0% = oxytocin EC15, 100% = EC100. activation, % at 3 µM. hit rate 0.061% among 320,000;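 active = activation above that plate's cutoff, the mean activation of tested compounds plus 3 SD, cut at about 6.6% in these data, passing the limit was not always enough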;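 note: 100% uses oxytocin at 75 nM as the full agonist control; some results filed as inactive read as strong as hits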
Target sequence (P30559 whole entry, looked up): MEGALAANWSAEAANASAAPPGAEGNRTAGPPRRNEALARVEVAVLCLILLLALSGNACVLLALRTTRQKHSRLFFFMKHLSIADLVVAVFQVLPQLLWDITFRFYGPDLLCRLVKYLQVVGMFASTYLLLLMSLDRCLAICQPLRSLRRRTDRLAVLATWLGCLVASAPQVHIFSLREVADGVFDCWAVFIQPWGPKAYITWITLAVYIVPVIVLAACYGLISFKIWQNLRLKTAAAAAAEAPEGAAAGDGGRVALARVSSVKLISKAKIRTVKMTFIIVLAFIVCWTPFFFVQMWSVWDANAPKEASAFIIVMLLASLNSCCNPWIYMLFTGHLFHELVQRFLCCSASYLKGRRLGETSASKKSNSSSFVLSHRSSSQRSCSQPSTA
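test system = CHO-OTR cells, human receptor | compound = single-point 3.0 µM | schedule = 6 min compound pre-incubation at room temperature, 100 s kinetic read | signal = Fluo-8 no-wash calcium dye fluorescence, excitation 470-495 nm, emission 515-575 nm | repeats = single well per compound, singlicate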
CHO-K1 Ca antag – M1 antagonist counterscreen hit in parental CHO-K1 cells; ATP-induced calcium, Fluo-8 fluorescence; inhibition, % at 3 µM; hit rate 0.6% among 360,000;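 active = inhibition above a per-plate cutoff, the plate's mean sample inhibition plus 3 SD, cut at about 24% in these data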;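 note: 0% = DMSO plus EC80 ATP and 100% = DMSO alone without ATP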
M1 ag parental – counter-screen for M1 agonists: effect in parental CHO-K1 cells. activation, % at 3 µM. hit rate 0.48% among 360,000. Fluo-8 calcium fluorescence; scaled to maximal ATP response, vehicle zero; in the data active = activation above about 15%;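 note: untransfected CHO-K1 host cells lacking M1 receptor as counterscreen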
M4 antag – CHRM4 antagonism in calcium assay; P08173; hit rate 0.73% among 360,000; inhibition, % at 3 µM; CHO-hM4 cells, ACh EC80, Fluo-8 calcium fluorescence;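 active = inhibition above its plate's cutoff, the mean inhibition of sample wells plus 3 SD, cut at about 27% in these data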;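 note: 0% = acetylcholine EC80 with DMSO and 100% = DMSO without agonist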
CHRM1 agonist – activates human CHRM1 receptor; P11229; CHO-K1 hM1, Fluo-8 calcium fluorescence, agonist mode; 0% DMSO, 100% acetylcholine EC100; activation, % at 3 µM; hit rate 0.33% among 360,000; AID 588814;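 active = activation above the run's mean compound activation plus 3 SD, cut at about 16% in these data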;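 note: peak over basal fluorescence ratio within a 140 s kinetic read after compound addition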
CHRM4 agonist – CHRM4 agonism in calcium assay; P08173; CHO-K1 hM4/Gqi5, Fluo-8 calcium fluorescence; vehicle 0%, full acetylcholine response 100%; activation, % at 3 µM; hit rate 0.14% among 360,000;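 active = activation above the run mean over all test wells plus 3 SD, cut at about 32% in these data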;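 note: peak over basal fluorescence ratio per well then scaled between controls; 0% = DMSO wells and 100% = acetylcholine at EC100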
M1 antag – blocks human M1 muscarinic receptor. P11229. CHO-K1 hM1, Fluo-8 calcium fluorescence, ACh EC80 antagonist. inhibition, % at 3 µM. hit rate 1.3% among 360,000;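 active = percent inhibition above its own plate's cutoff, namely the mean of that plate's compound wells plus 3 SD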;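 note: peak over basal fluorescence ratio during 140 s after agonist addition; 0% = ACh EC80 plus DMSO and 100% = DMSO alone without agonist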
CHO parental Ca – counter-screen: ATP calcium response change in parental CHO cells; parental CHO-K1, ATP-induced calcium, Fluo-8 fluorescence; hit rate 0.63% among 330,000; inhibition, % at 5.6 µM;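 active = inhibition above that plate's mean sample inhibition plus 3 SD, cut at about 26% in these data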;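 note: 0% = ATP-challenged DMSO wells and 100% = DMSO wells without ATP; some compounds past the cut are filed as inactive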
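Material: Parental CHO cells | Reagent: ATP | Compound dosing: Single nominal dose of 5.6 µM per compound | Detection: Intracellular calcium via Fluo-8 no-wash fluorescent dye | Read-out: % inhibition of ATP-induced calcium mobilization | Benchmarks: Low control ATP plus DMSO, high control DMSO only | Replicates: Singlicate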
* hit, by the source's call; . = not tested or not shown.

compound	CHRM1 agonist	CHRM4 agonist	M4 antag	M1 PAM	M1 ag parental	CHO parental Ca	CHO-K1 Ca antag	M1 antag	OXTR potentiator
Cc1onc(-c2ccccc2Cl)c1C(=O)N1C=CC(C(F)(F)F)=NCC1	-2	1	-4	1	0.8	-8	6	6	1
COc1ccc(NC(=O)CCCN2C(=O)C(c3ccccc3)Oc3cccnc32)cc1 (stereo not given)	-4	9	-10	4	3.5	-28	-19	-7	-6
COc1cccc(CNC(=O)C2CCN(c3ncnc4c3nc3n4CCCCC3)CC2)c1	0	1	4	2	0.4	-18	13	3	-5
CCCc1nc2ccccc2c(C(=O)OC2CCOC2=O)c1CC (stereo not given)	0	1	0	7	0.1	-29	4	-11	-7
Cc1ccc(CN2CC(N3CCN(CC4CC4)CC3)CS2(=O)=O)cc1 (stereo not given)	-8	0	-5	3	-0.6	.	18	5	.
COc1ccc(NC(=O)c2cc3n(n2)C(C(F)(F)F)CC(c2ccc(OC)cc2)N3)cc1 (stereo not given)	-7	1	-3	6	0.3	-5	-14	-6	-7
COc1ccc(NS(=O)(=O)c2cc(C(=O)N3CCC3)ccc2C)cc1	-7	1	-1	10	-0.1	-2	-14	-11	-5
CC(NS(=O)(=O)c1ccc(Cl)c(Cl)c1)C(=O)OCC(=O)Nc1ccc2c(c1)OCO2 (stereo not given)	-5	10	6	-4	2.2	1	0	12	-11
NC(=O)CC[C@@H]1NC(=O)[C@@H]2CCCN2C(=O)c2cc([N+](=O)[O-])cc(F)c2NCCC[C@@H](C(N)=O)NC1=O	-2	-1	-2	6	0.3	7	-7	-13	-12
CCC1(c2ccc(OC)cc2)NC(=O)N(CC(=O)c2ccc3c(c2)OCCO3)C1=O (stereo not given)	9	14	-4	-2	3.5	-4	-1	3	-11
O=C(NNC(=O)c1ccco1)c1ccc(NS(=O)(=O)c2cccs2)cc1	-2	0	-3	0	0.0	21	10	3	-11
CN1CCN(C2CN(Cc3cn(Cc4ccc(Cl)cc4)nn3)S(=O)(=O)C2)CC1 (stereo not given)	.	1	-16	.	0.2	.	-5	.	.
CN1NC(=O)CC1c1ccccc1 (stereo not given)	-1	0	9	2	0.5	.	-12	-3	.
O=C1NC2(CCC3(CC2)OCCO3)NN1c1ccccc1	-5	1	0	-10	-0.1	-12	8	16	-13
O=C(COc1ccc(F)cc1Br)N1CCc2ccccc21	-5	-1	-2	2	-0.2	-15	3	-11	-13
COC(=O)[C@@]1(C(C)C)N=C(c2cc(OC)c(OC)c(OC)c2)[C@]2(O1)C(=O)N(Cc1ccc(OC)cc1)c1ccc(Br)cc12	.	0	-4	.	0.3	.	-27	.	.
C=CCOc1ccccc1CNCc1ccc(F)cc1	-4	0	-8	1	-0.1	-27	-2	-5	-9
O=C(CSc1ncccn1)NCc1cccc(Cl)c1	-12	0	-1	12	0.5	-1	-7	-6	-10
C=CCNS(=O)(=O)c1cc2c3c(c1)CCN3C(=O)CC2	-1	1	3	4	0.5	1	1	-2	2
COc1ccc(N(C)C(=O)c2cnc(N3CCN(c4ncccn4)CC3)c3ccccc23)cc1	-4	3	-9	7	1.2	-14	-10	-11	-7
COc1ccc(C(C)(C)C)cc1NC(=O)COC(=O)CSCc1c(C)noc1C	0	0	-5	13	-0.1	.	7	0	.
CC(C)=C[C@H]1C[C@H](C)[C@H]2CC[C@H](C)c3c(O[C@@H]4O[C@@H](C)[C@@H](O)[C@@H](O)[C@@H]4O)c(O)c(C)c1c32	1	0	-9	9	0.0	.	-2	-13	.
Cc1cc(NC(=O)CSCC(=O)OC(C)C(=O)c2cc(C)c(C)cc2C)no1 (stereo not given)	-2	4	-11	5	0.7	-17	-6	-8	-3
N=C1CCCN1c1ccccc1O	-2	0	10	-3	0.5	-8	-9	16	-1
O=[N+]([O-])c1ccc(/C=N/Nc2nc(N3CCCC3)nc(N3CCCC3)n2)o1	-8	1	-4	1	-0.1	-19	-11	3	-5
Cc1ccc(S(=O)(=O)NC(=O)C2(C)CCN2C(=O)C2(c3ccc(Cl)cc3)CCC2)cc1 (stereo not given)	-2	0	-5	1	3.0	.	11	1	.
CCC(CC)NCc1ccc(OC)cc1OC	-11	1	-4	7	0.6	-12	-21	-13	2
COc1ccc2cnn(CCOc3ccccc3)c(=O)c2c1OC	0	2	-7	-9	0.7	6	-8	-2	-9
CCC(c1nnnn1Cc1ccco1)N1CCN(C(=O)c2ccco2)CC1 (stereo not given)	-3	0	0	9	0.4	-13	-4	-12	-13
O=C(c1ccc(Br)c([N+](=O)[O-])c1)N1CCN(Cc2ccccc2)CC1	-7	5	-20	7	0.9	-18	-18	-20	-2
CCCCN(C(=O)Cn1nnc2ccccc21)C(C(=O)NCc1ccco1)c1ccncc1 (stereo not given)	-2	1	-5	10	0.2	-9	-3	-16	-10
Cc1ccc(S(=O)(=O)Nc2nc(C)cc(N/N=C/c3ccc(O)cc3)n2)cc1	-4	-1	2	-9	0.2	-13	7	9	-4
CN(C)c1ccc(CN2CCCCCC2)cc1	-5	1	-8	-3	0.1	-6	4	45*	0
COCCn1c(=NC(=O)c2ccccc2[N+](=O)[O-])sc2cc(S(C)(=O)=O)ccc21	-6	0	7	0	0.9	-12	-7	-3	1
CCN(CC)C(=O)C1CCCN(Cc2ccc3c(c2)OCO3)C1 (stereo not given)	-5	0	2	-4	-0.5	-10	5	11	-2
Oc1ccc(-c2nc3ncccn3c2Nc2ccc3c(c2)OCCO3)cc1	-4	3	-2	1	1.0	-23	-12	1	2
CN(C)CCCC(=O)c1ccc2c(c1)OCO2	-4	0	-6	1	1.0	-6	-5	9	2
COc1cc2nc(=S)n3[nH]c(CCn4c(C)nc5ccccc54)nc3c2cc1OC	-4	0	-7	2	0.0	-32	-2	-1	1
COC(=O)c1ccc2nc(-c3cccc(Br)c3)c(Cc3ccccc3)n2c1	.	0	-14	.	1.4	.	-28	.	.
Cc1ccc(Cc2c(-c3ccc(F)cc3)nc3ccc(Cl)cn23)cc1	-7	-1	2	-2	1.2	.	-5	-3	.
O=S(=O)(c1cnc(Cl)c(Br)c1)N1CCc2ccccc21	-6	-2	6	-9	0.0	-14	-11	8	-3
CCOC(=O)N1CCC(NC(=O)CCS(=O)(=O)c2ccc3c(c2)CCN3C(C)=O)CC1	-1	0	1	4	0.4	-6	-3	-1	2
COc1cccc(C=Nc2ccc3c(c2)CCC3)c1O	-2	1	11	9	1.1	-8	-12	-3	0
CC(=O)Nc1ccc(C=NNC(=O)C2CC2)cc1	3	-1	1	2	0.3	.	-7	-4	.
CCOC(=O)CSc1nc(NCc2ccco2)c2ccccc2n1	-14	1	-8	-1	1.3	-15	-31	-3	-1
CC(CCc1ccccc1)NC(=O)CSc1cccc[n+]1[O-] (stereo not given)	-2	0	6	3	0.1	-13	-13	1	-7
Cc1cc(C(=O)N2CCCc3ccccc32)no1	-1	2	-3	-1	-0.1	-3	-15	0	-10
COCCNc1nc(Oc2cccc3ccccc23)c2sccc2n1	-3	2	-21	5	0.8	.	-30	-16	.
Cc1cnc(NC(=O)CC2CCCC2)s1	-1	2	7	13	-0.1	8	0	-14	-16
O=C(Nc1ccc(C(=O)O)cc1)/C(=C\c1ccc([N+](=O)[O-])cc1)NC(=O)c1ccco1	-1	1	-4	9	3.0	.	2	-8	.
Cc1ccccc1-n1cc(CNC(=O)C2CCC(=O)N(C3CC3)C2)cn1 (stereo not given)	1	3	-3	4	0.0	-10	10	-10	1
CC(C)CCN1CCN(Cc2cccn2-c2cccnc2)CC1CCO (stereo not given)	-6	0	-12	-2	-0.1	-11	8	-5	-1
O=C(NC(Cc1ccccc1)C(=O)N1CCCCCC1)c1ccccc1 (stereo not given)	-2	7	5	13	3.6	.	-12	-16	.
O=C(Nc1ccc([N+](=O)[O-])cc1)c1nc[nH]c1C(=O)NC1CCCCC1	-4	0	3	0	0.6	-13	-2	-3	-11
CC(C)N(Cc1nc(-c2ccc3c(c2)OCO3)no1)Cc1nccn1C	-11	1	-1	-4	1.3	-3	4	-3	-12
COc1ccc(N2CCN(C(=O)COC(=O)CNC(=O)c3cccc(OC(F)F)c3)CC2)cc1	1	7	-4	6	5.0	-11	-13	-9	-7
COc1ccc(CCCC(=O)NC2CCCCC2C)c(C)c1 (stereo not given)	-3	0	0	-2	5.9	-26	3	8	-5
COc1cccc(NC(=O)CC2S/C(=N\S(=O)(=O)c3ccccc3)N(c3ccccc3)C2=O)c1 (stereo not given)	-5	5	-11	3	1.4	0	-13	3	-7

Rewritten with values under each structure: part of the list above.
Order of results – CHRM1 agonist | CHRM4 agonist | M4 antag | M1 PAM | M1 ag parental | CHO parental Ca | CHO-K1 Ca antag | M1 antag | OXTR potentiator
- CCN(CC)C(=O)C1CCCN(Cc2ccc3c(c2)OCO3)C1 (stereo not given)
 : -5 | 0 | 2 | -4 | -0.5 | -10 | 5 | 11 | -2
- Oc1ccc(-c2nc3ncccn3c2Nc2ccc3c(c2)OCCO3)cc1
 : -4 | 3 | -2 | 1 | 1.0 | -23 | -12 | 1 | 2
- CN(C)CCCC(=O)c1ccc2c(c1)OCO2
 : -4 | 0 | -6 | 1 | 1.0 | -6 | -5 | 9 | 2
- COc1cc2nc(=S)n3[nH]c(CCn4c(C)nc5ccccc54)nc3c2cc1OC
 : -4 | 0 | -7 | 2 | 0.0 | -32 | -2 | -1 | 1
- COC(=O)c1ccc2nc(-c3cccc(Br)c3)c(Cc3ccccc3)n2c1
 : . | 0 | -14 | . | 1.4 | . | -28 | . | .
- Cc1ccc(Cc2c(-c3ccc(F)cc3)nc3ccc(Cl)cn23)cc1
 : -7 | -1 | 2 | -2 | 1.2 | . | -5 | -3 | .
- O=S(=O)(c1cnc(Cl)c(Br)c1)N1CCc2ccccc21
 : -6 | -2 | 6 | -9 | 0.0 | -14 | -11 | 8 | -3
- CCOC(=O)N1CCC(NC(=O)CCS(=O)(=O)c2ccc3c(c2)CCN3C(C)=O)CC1
 : -1 | 0 | 1 | 4 | 0.4 | -6 | -3 | -1 | 2
- COc1cccc(C=Nc2ccc3c(c2)CCC3)c1O
 : -2 | 1 | 11 | 9 | 1.1 | -8 | -12 | -3 | 0
- CC(=O)Nc1ccc(C=NNC(=O)C2CC2)cc1
 : 3 | -1 | 1 | 2 | 0.3 | . | -7 | -4 | .
- CCOC(=O)CSc1nc(NCc2ccco2)c2ccccc2n1
 : -14 | 1 | -8 | -1 | 1.3 | -15 | -31 | -3 | -1

High-throughput results deposited in PubChem by The Scripps Research Institute Molecular Screening Center.
